phage Ecoli inh: E. coli growth loss with phage present; inhibition, % at 11.9 µM; 360,000 tested, 0.26% active; growth absorbance; AID 651602; in the data active = inhibition above about 11%
DSG3 Ab inh: blocks pemphigus antibody binding to human desmoglein-3. 310,000 tested, 0.48% active. AID 588358. binding (percent of control), % at 10 µM. DSG3-coupled beads, scFv-anti-DSG3-GFP binding, flow cytometry; hits give low values. P32926;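 active = binding more than 3 SD below its plate's average and above zero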;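 note: hits lower antibody fragment binding to DSG3; some compounds called inactive have numbers as strong as hits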
MOR-DOR ag: agonists of human mu-delta opioid receptor heterodimerization; P35372+P41143; cells, OPRM1-OPRD1 heterodimerization, luminescence; activation, % at 9.3 µM; 340,000 tested, 0.3% active; in the data active = activation above about 18%;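 note: 0% = vehicle-treated cells and 100% = reference agonist; values of inactives mirror those of a sister screen read the other way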
OPRM1-OPRD1 inv: inverse agonist of human OPRM1-OPRD1 heterodimerization; P35372+P41143; cell-based MOR-DOR heterodimer luminescence, inverse agonism; inhibition, % at 9.3 µM; 340,000 tested, 0.21% active; AID 504357; in the data active = inhibition above about 22%, passing the limit was not always enough;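 note: 0% = cells with DMSO and 100% = wells without cells with DMSO; values of inactives mirror those of a sister screen read the other way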
PKA-R1A activ: activates the PKA-R1A holoenzyme complex. P00514+P68181. PKA-R1A dissociation, Cy5-IP20 fluorescence polarization; scaled: DMSO 0%, 113 µM cGMP 100%. activation, % at 11.4 µM. 340,000 tested, 0.083% active. AID 504707;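 active = percent activation above the mean of all tested compounds plus 3 SD, cut at about 19% in these data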;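 note: higher means more PKAc released from R1A so a rise in polarization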
AddAB inh: less growth of phage-infected E. coli with AddAB | E. coli expressing H. pylori AddAB, absorbance growth | inhibition, % at 11.9 µM | 330,000 tested, 0.29% active; in the data active = inhibition above about 12%;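 note: 0% = vehicle wells of infected cells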
HTR5A ag ctr: activates human HTR5A in OPRM1-OPRD1 agonist counter-screen. HTR5A agonist assay, luminescence, cell-based. activation, % at 9.3 µM. 340,000 tested, 0.61% active. AID 504692; in the data active = activation mostly above about 9.5%, no sharp cut-off; inactive = mostly below about 7.6%;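 note: 0% = cells with vehicle only and 100% = reference agonist; strong numbers were not always called active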
Target sequence (P47898 whole entry, looked up): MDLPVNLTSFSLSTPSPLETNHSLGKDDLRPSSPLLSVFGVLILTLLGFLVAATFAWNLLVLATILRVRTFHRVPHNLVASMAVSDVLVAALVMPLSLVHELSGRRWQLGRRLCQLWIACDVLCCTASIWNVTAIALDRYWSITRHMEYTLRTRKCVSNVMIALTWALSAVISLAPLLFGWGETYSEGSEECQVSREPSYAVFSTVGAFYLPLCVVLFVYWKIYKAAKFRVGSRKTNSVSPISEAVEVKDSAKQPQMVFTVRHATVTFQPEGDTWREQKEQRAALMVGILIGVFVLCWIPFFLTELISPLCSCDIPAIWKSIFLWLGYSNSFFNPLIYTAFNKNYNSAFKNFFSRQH
E coli growth: counter-screen for AddAB inhibitors: E. coli growth inhibition | 330,000 tested, 0.27% active | E. coli V3065 growth, OD600 absorbance, 18 h | AID 449728 | inhibition, % at 11.9 µM;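 active = inhibition above the campaign's mean inhibition across all tested compounds plus 3 SD, cut at about 9.9% in these data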;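 note: uninfected addAB+ strain grown without phage in ampicillin broth; 0% = DMSO wells and 100% = ciprofloxacin 0.95 µg/ml wells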
PfHsp90 set2: inhibits growth of yeast expressing Plasmodium falciparum Hsp90; S. cerevisiae expressing PfHsp90, BacTiter-Glo ATP, 48 h; yeast lacking PDR1 and PDR3 efflux regulators; inhibition, % at 9.4 µM; 310,000 tested, 0.32% active;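 active = every replicate shows inhibition above about 80%, whatever the replicate mean, limit read from the data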;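 note: 0% = DMSO neutral controls and 100% = 20 µM radicicol positive controls; yeast relying on Plasmodium falciparum Hsp90 in place of its own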
HTR5A inv ctr: HTR5A inverse agonism, opioid heterodimer counter-screen; P47898; HTR5A cell line, luminescence; inhibition, % at 9.3 µM; 340,000 tested, 0.083% active; in the data active = inhibition mostly above about 23%, no sharp cut-off; inactive = mostly below about 18%;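 note: 0% = cells with DMSO and 100% = no-cell wells with DMSO; some compounds called inactive have numbers as strong as hits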
SUMO Mot1 rescue: blocks SUMOylation pathway, rescuing yeast Mot1-301 growth; S. cerevisiae Mot1-301 growth rescue, ATP luminescence, 38.5C; percent above DMSO median, 100 means doubled; 320,000 tested, 1% active; AID 2716; growth rescue, % at 18.8 µM;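 active = every valid replicate shows activation above 250% relative to neutral control wells; inactive = the rest, any valid replicate at or below 250%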;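 note: OY570 slx delta 5 strain wells were the positive control but not used for scaling; some compounds called inactive have numbers as strong as hits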
Active calls of the source: *; . = not tested or not shown.

The line under a structure holds: phage Ecoli inh, DSG3 Ab inh, MOR-DOR ag, OPRM1-OPRD1 inv, PKA-R1A activ, AddAB inh, HTR5A ag ctr, E coli growth, PfHsp90 set2, HTR5A inv ctr, SUMO Mot1 rescue
#1 COc1ccc(OC)c(NC(=O)C(C)OC(=O)c2cc3ccccc3[nH]2)c1 (stereo unspecified)
→ 2.4, 109, 4.2, -23, 8, ., -1, ., -5, 3, .
#2 CCN(CC)c1ccc(NC(=O)c2cc(Cl)ccc2OC)cc1
→ -0.1, 111, 1.9, -10, 1, 2.5, -4, 0.6, -15, 10, 415
#3 CSc1sc(C)cc1C=O
→ 5.2, 107, 0.7, -5, -7, 3.6, 4, -0.6, 2, -13, 1
#4 Cc1cccc(NC(=S)Nc2ccc(Br)cc2)c1
→ 4.6, 103, 1.3, -7, -2, 1.2, 2, -2.4, 7, -6, -10
#5 COc1ccccc1-n1nnnc1SCC(=O)NCC1(N2CCCCC2)CCCCC1
→ 1.7, 106, -2.6, 14, -11, ., 4, ., 10, -16, .
#6 CN(CC(=O)NCCc1ccc(S(N)(=O)=O)cc1)CC(=O)Nc1ccccc1Cl
→ 6.3, ., -3.5, 14, 4, -0.1, 8, -0.9, -2, -22, 8
#7 COc1cc(CNCc2cccs2)cc(Br)c1OC
→ 3.9, 106, 2.9, -15, -4, 3.2, -1, -2.2, 2, 3, -15
#8 CC1CCCC(C)N1NC(=O)c1ccc(Cl)c(S(N)(=O)=O)c1 (stereo unspecified)
→ 4.5, 99, -0.2, 1, -5, -0.8, 2, 2.1, -10, -8, -18
#9 CCOCCCNc1nc(-c2ccccc2)nc2ccccc12
→ 0.1, 103, 0.2, -1, -6, -0.2, 1, -0.5, -14, -2, 218
#10 CC(C)N(C(=O)c1ccc2nc(-c3ccccc3)c(-c3ccccc3)nc2c1)C(C)C
→ 1.1, 98, 4.2, -22, -2, 2.0, -3, 0.1, 15, -4, -23
#11 C[C@@H]1CN(c2c(F)c(F)c3c(=O)c(C(=O)O)cn(C4CC4)c3c2F)C[C@H](C)N1
→ 98*, 93, -0.6, 3, -5, ., 1, ., -2, -5, .
#12 Cc1nnc(SCC(=O)N2CC(C)OC(C)C2)n1-c1ccccc1 (stereo unspecified)
→ 0.4, 102, -0.5, 3, 4, 1.6, -4, -2.8, 13, 12, 41
#13 C=CCN(CC=C)C(=O)c1cc(Cl)ccc1[N+](=O)[O-]
→ 3.4, 100, -0.1, 0, -2, -1.5, -4, -1.7, -3, 6, 9
#14 Cc1nnc(NC(=O)COc2ccc3c(C)cc(=O)oc3c2)s1
→ -0.2, 99, -0.5, 3, -9, -1.3, 1, -1.1, -4, 4, -20
#15 C=CCOc1ccc(/C=C/C(=O)OCC(=O)NCC2CCCO2)cc1 (stereo unspecified)
→ 1.1, 94, -1.9, 10, 7, -0.7, 4, -1.2, ., -39, -7
#16 c1ccc2[nH]c(NCc3ccc4c(c3)OCO4)nc2c1
→ 0.7, 99, -2.1, 12, 1, -1.2, 2, -0.7, -3, -6, -10
#17 CCOC(=O)Cn1nc(-c2ccc(C)cc2)c2ccccc2c1=O
→ 0.8, 119, -2.0, 10, 1, 1.9, 4, 0.7, ., -20, -23
#18 CC1CCCCC1NC(=O)CCS(=O)(=O)c1cc2c(cc1Cl)NC(=O)CO2 (stereo unspecified)
→ -0.2, 101, 0.4, -2, -9, 0.1, -1, 0.3, 14, 3, 1
#19 NC(=O)c1ccccc1OCC(=O)NC12CC3CC(CC(C3)C1)C2
→ 2.6, 105, -1.3, 7, 2, 1.9, 2, -1.8, ., -5, 17
#20 CCOc1ccc(NC(=O)c2ccc(NC(=O)Cc3n[nH]c(=O)c4ccccc34)cc2)cc1
→ 0.0, 101, -1.3, 7, -12, -1.4, -5, -0.7, -42, 14, -7
#21 COc1ccc(C(C)NS(=O)(=O)Cc2ccccc2)cc1 (stereo unspecified)
→ 3.4, 108, -1.5, 7, -1, 3.8, 2, 1.6, 5, -9, 113
#22 CC(=O)Nc1ccc(NC(=O)C2CC(=O)N(c3cccc(Cl)c3)C2)cc1 (stereo unspecified)
→ 2.3, 106, -0.9, 5, 1, 0.6, -1, 1.5, -22, 24, 102
#23 COc1ccc(-n2nc(C(=O)NCC(=O)N3CCN(c4ccccc4F)CC3)c3ccccc3c2=O)cc1
→ 1.8, 103, -2.5, 14, -6, 0.9, 2, 0.6, -17, -5, 2
#24 CCOc1ccc2nc(N(CCCN(C)C)C(=O)c3ccc(S(=O)(=O)N4CCCC4)cc3)sc2c1
→ -0.9, 110, 5.1, -21, 1, 1.6, -5, -0.2, 4, 12, -10
#25 COCCn1c(SC(C)C(=O)NCC2CCCO2)nc2scc(-c3ccc(F)cc3)c2c1=O (stereo unspecified)
→ -0.4, 96, -4.0, 22, -6, -2.4, -1, 0.3, ., -30, 69
#26 CC(NC(=O)C1CCCN(S(=O)(=O)N2CCOCC2)C1)c1ccccc1 (stereo unspecified)
→ 0.2, 111, -2.8, 14, -15, 1.2, -3, 0.9, 16, 11, 368*
#27 Cc1cc(NCCCN2CCOCC2)n2nc(C)c(-c3ccc(F)cc3)c2n1
→ 2.5, 109, -0.7, 4, -2, -0.7, 0, -0.3, -25, -12, 16
#28 Cc1cccc(CNC(=O)Cn2ccc3cc(S(=O)(=O)N4CCCC4)ccc32)c1
→ 0.9, ., -0.8, 4, -3, 0.8, 7, 1.9, 4, -28, -9
#29 CC(C)OCCCNC(=O)C1CCC(CNS(=O)(=O)c2ccc(Cl)cc2)CC1 (stereo unspecified)
→ 1.3, 103, -0.6, 4, -12, 1.7, -1, -2.7, -8, 2, -23
#30 O=c1c2cc([N+](=O)[O-])cc([N+](=O)[O-])c2[nH]n1-c1ccccc1
→ -4.7, 103, -4.0, 19, 0, -0.6, -4, 0.0, 13, 15, -7

Brought forward from above: two compounds, followed by the next part.
The line under a structure holds: phage Ecoli inh, DSG3 Ab inh, MOR-DOR ag, OPRM1-OPRD1 inv, PKA-R1A activ, AddAB inh, HTR5A ag ctr, E coli growth, PfHsp90 set2, HTR5A inv ctr, SUMO Mot1 rescue
#29 CC(C)OCCCNC(=O)C1CCC(CNS(=O)(=O)c2ccc(Cl)cc2)CC1 (stereo unspecified)
→ 1.3, 103, -0.6, 4, -12, 1.7, -1, -2.7, -8, 2, -23
#30 O=c1c2cc([N+](=O)[O-])cc([N+](=O)[O-])c2[nH]n1-c1ccccc1
→ -4.7, 103, -4.0, 19, 0, -0.6, -4, 0.0, 13, 15, -7
#31 CC(=O)Nc1ccc(S(=O)(=O)Nc2nnc(Cc3ccc(Cl)cc3)s2)cc1
→ -0.9, 105, 0.0, 0, -4, 3.4, 5, 1.6, 12, -14, 56
#32 Cc1ccnc(NC(=O)CCCc2c[nH]c3ccccc23)c1
→ 1.7, 105, -1.5, 8, -4, 2.7, 2, -2.5, -7, 19, -5
#33 Nc1ccc(C(=O)N/N=C/c2ccc(N3CCOCC3)s2)cc1
→ -0.6, 97, -3.1, 13, 5, 1.5, 1, 0.8, ., -1, 42
#34 COc1ccc(C2=NN(c3nc4ccccc4s3)C(=O)C2)cc1
→ 1.4, 125, 2.0, -10, -12, -0.9, 4, -0.2, ., 23, -18
#35 O=S(=O)(Nc1cccc(-c2ccc(N3CCCCCC3)nn2)c1)c1ccccc1F
→ 0.8, 98, 0.1, 0, 1, 2.9, -2, 1.7, 4, 9, 1
#36 CC1CCCC(NC(=O)C2CCN(S(=O)(=O)N3CCOCC3)CC2)C1C (stereo unspecified)
→ 2.8, 104, -0.1, 1, -4, -0.8, 5, -3.2, -1, 4, 1
#37 CCOc1ccc(N2CC(C(=O)NCCN3C(=O)S/C(=C/c4cccnc4)C3=O)CC2=O)cc1 (stereo unspecified)
→ 2.9, 86, -1.7, 8, -2, ., -1, ., -24, -3, .
#38 COc1ccc(C(=O)Nc2cccc([N+](=O)[O-])c2)cc1Br
→ 1.2, 99, 12, -51, -5, 3.9, 19*, -2.5, -20, -47, 12
#39 COc1ccc(C(=O)NCC23C=CC(O2)C2C(=O)N(Cc4ccccc4)C(=O)C23)cc1 (stereo unspecified)
→ 3.3, 91, -0.7, 3, 7, 0.8, -3, 0.3, ., 9, 48
#40 COc1cc2c(-c3ccc4[nH]ccc4c3)c(-c3ccc(C#N)cc3)oc(=O)c2cc1OC
→ 2.0, 100, -1.5, 9, 5, 0.4, 6, 2.0, 3, -16, -7
#41 COc1ccc2c(CSc3nc4nc(C)cc(C)n4n3)cc(=O)oc2c1
→ 1.9, 94, 0.8, -5, -10, -1.5, -1, -1.4, 5, -47, .
#42 O=C(NCCCN1CCOCC1)c1cc2c(s1)CSC2
→ 0.2, 97, -0.5, 3, -2, -2.4, 9, -1.0, ., -3, 6
#43 COc1ccc(/C=N/Nc2nc(Nc3ccccc3)nc(N3CCCCC3)n2)cc1OC
→ -1.5, 89, -1.4, 7, -13, -1.3, -5, -3.2, ., -12, 4
#44 O=C(Cc1ccccc1)Nc1cccc([N+](=O)[O-])c1
→ 2.8, 106, 0.6, -4, -4, 1.1, -2, 1.6, -4, 5, -4
#45 O=C(O)COc1ccc(/C=C/C(=O)c2ccc(C3CCCCC3)cc2)cc1
→ 1.8, 92, -1.6, 9, -6, 3.8, 4, -0.1, -6, -10, -10
#46 CN1CCN(c2ccc(NC(=S)NC(=O)c3cccc4c(Br)cccc34)cc2)CC1
→ 1.3, 94, -0.8, 4, 7, 2.0, 5, -1.1, 33, 6, -12
#47 CCOC(=O)NC1(C(F)(F)F)NC(=O)N(Cc2ccco2)C1=O (stereo unspecified)
→ 1.9, 71, -1.5, 8, 3, -0.2, 1, -0.7, -5, 9, 117
#48 CC(=NNC(=O)c1cccc(S(=O)(=O)N2CCCC2)c1)c1ccccc1
→ 1.2, 116, 0.7, -3, -9, 4.8, -1, -0.1, 1, 3, -10
#49 Cc1ccc(Nc2nc(C)cc(C)c2C(N)=O)c(C)c1
→ -0.5, 114, -2.1, 12, -9, -1.4, 0, -0.1, -14, -8, 21
#50 COCCN(Cc1nc(C(c2ccccc2)c2ccccc2)no1)C(C)C
→ 2.5, 97, 4.3, -22, -1, -0.1, -3, -1.5, 21, 3, 4
#51 CCn1c(SCC(=O)C(C)(C)C)nnc1-c1cnccn1
→ 0.8, 84, 0.9, -5, -6, 0.1, 2, 3.7, -4, 3, 6
#52 CCOc1ccc(NC(=O)CCSc2ccc3ccccc3n2)cc1
→ 3.2, 96, -0.7, 4, -12, -0.2, 3, -0.9, -11, -10, 112

As entered above.
Entry of #34 in DSG3 Ab inh: 125
Entry of #41 in E coli growth: -1.4
